Bioassay records from PubChem BioAssay.
PRMT1 FP inh – inhibitors of human PRMT1; Q99873; recombinant PRMT1, activity-based probe fluorescence polarization; inhibition, % at 2.79 µM; actives 1.3% (n = 370,000); AID 652257;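 active = inhibition above about 21% made by adding two undisclosed values, limit read from the data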
DDE Tn7 FP inh – inhibitors of Tn7 peptide binding to human fibrin DD(E); FP displacement of FITC-Tn7 peptide from fibrin DD(E); 0% = median of compound wells per plate; inhibition, % at 8.3 µM; actives 0.13% (n = 370,000); AID 720508;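 active = inhibition above the mean of compounds falling within the control limits plus 3 SD of them, cut at about 14% in these data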;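 note: 0% = plate median of compound wells and 100% = 10 µM Aha-Tn7 peptide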
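Assay system: Human clot-derived fibrin DD(E) complex | Buffer or medium: Tris/NaCl/CaCl2 buffer, pH 7.8 | Repeats: One replicate per compound | Benchmarks: Aha-Tn7 high control | Measure: % inhibition scaled between sample-field median and high-control FP | Schedule: 10 min plus 3 h, room temperature | Signal: Fluorescence polarization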
ABHD4 inh – inhibits mouse alpha/beta hydrolase domain 4; inhibition, % at 8.92 µM; Q8VD66; AID 720543; actives 0.54% (n = 370,000); purified mABHD4, FP-Rh probe fluorescence polarization;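 active = inhibition exceeding the mean over every tested compound plus 3 SD, cut at about 30% in these data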;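 note: 0% = plate median of compound wells and 100% = S159A mutant with DMSO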
Target sequence (Q8VD66 whole entry, looked up, the tested form may be a part): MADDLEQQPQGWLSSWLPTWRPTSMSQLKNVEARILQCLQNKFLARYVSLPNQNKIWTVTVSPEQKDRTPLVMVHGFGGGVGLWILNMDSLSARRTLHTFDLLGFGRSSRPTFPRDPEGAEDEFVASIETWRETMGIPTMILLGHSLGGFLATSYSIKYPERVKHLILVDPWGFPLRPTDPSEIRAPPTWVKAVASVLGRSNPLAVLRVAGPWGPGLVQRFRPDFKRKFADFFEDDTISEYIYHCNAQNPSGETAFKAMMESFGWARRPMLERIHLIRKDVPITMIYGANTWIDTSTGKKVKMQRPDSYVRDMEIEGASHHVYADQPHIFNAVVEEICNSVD
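Assay system: wild-type mouse ABHD4 protein; compound: single nominal dose of 8.92 µM, 0.89% DMSO final; schedule: 45 min + 60 min at 25 °C; measured by: FP readout, ex 525 nm / em 598 nm; evaluation: % inhibition of FP-Rh probe binding versus controls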
TDP2 absorb – blocks human TDP2 phosphodiesterase activity; O95551; recombinant TDP2, T5PNP hydrolysis, p-nitrophenol absorbance 415 nm; inhibition, % at 12.8 µM; actives 0.34% (n = 370,000);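 active = inhibition above the mean of all tested compounds plus 3 SD, set per campaign, cut at about 25% in these data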;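 note: 0% = DMSO with enzyme and 100% = buffer with substrate but no TDP2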
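Test system: human TDP2 enzyme; Input: 120 nM TDP2 per well; Buffer or medium: Mg2+-containing Tris-HCl buffer, pH 7.5; Reagent: 5 mM T5PNP; Dosing: 12.8 µM single point, 1% DMSO; Incubation: reaction 2 h, 37 °C; Detection: p-Nitrophenol epi absorbance; Read-out: % inhibition relative to enzyme-containing and enzyme-free wells; Replicates: single well per compound.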
HTRA1 inhibitor – HTRA1 (human) protease inhibition; Q92743; recombinant HTRA1, FP-rhodamine activity-based probe, fluorescence polarization; inhibition, % at 5.96 µM; actives 0.5% (n = 340,000); AID 504803; in the data active = inhibition above about 36%;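 note: 0% = enzyme with DMSO and 100% = wells lacking enzyme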
TCR CD3 inh – blocks the human TCR-CD3 interaction; inhibition, % at 9.4 µM; TAMRA-labeled TCR probe fluorescence, biochemical; AID 651800; actives 0.37% (n = 360,000); in the data active = inhibition above about 19%;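 note: recombinant mutant TCR 2C K166C tagged with TAMRA read by polarization; 0% = receptor in buffer alone and 100% = receptor with positive control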
SIAE primary – inhibitors of human sialic acid acetylesterase SIAE | Q9HAT2 | SIAE FP-Rh probe binding, fluorescence polarization | inhibition, % at 9.66 µM | actives 0.69% (n = 370,000);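 active = inhibition above a cutoff: mean of compounds within the control limits plus 3 SD of those, cut at about 17% in these data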;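 note: 0% = plate median of compound wells and 100% = probe without SIAE protein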
Target sequence (Q9HAT2 whole entry, looked up): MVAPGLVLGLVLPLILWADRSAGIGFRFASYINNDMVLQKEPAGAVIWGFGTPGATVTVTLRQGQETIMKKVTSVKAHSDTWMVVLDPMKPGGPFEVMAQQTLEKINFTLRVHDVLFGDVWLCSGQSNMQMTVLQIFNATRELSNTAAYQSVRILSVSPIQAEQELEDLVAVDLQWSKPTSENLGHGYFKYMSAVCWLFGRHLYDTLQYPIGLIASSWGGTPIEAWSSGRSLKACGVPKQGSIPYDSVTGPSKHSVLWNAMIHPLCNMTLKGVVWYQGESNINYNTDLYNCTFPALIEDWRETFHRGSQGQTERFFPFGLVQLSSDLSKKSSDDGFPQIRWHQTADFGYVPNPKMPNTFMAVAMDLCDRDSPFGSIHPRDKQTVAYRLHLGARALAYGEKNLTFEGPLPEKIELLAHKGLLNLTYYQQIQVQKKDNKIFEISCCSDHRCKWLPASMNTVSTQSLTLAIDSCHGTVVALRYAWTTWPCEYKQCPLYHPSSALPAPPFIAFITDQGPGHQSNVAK
PG9 binder – PG9 antibody binding by small molecule | actives 0.43% (n = 360,000) | AID 624416 | TR-FRET gp120-PG9 antibody binding | inhibition, % at 6.7 µM; in the data active = inhibition above about 8.5%
UHRF1 MBD2 ctr – UHRF1 methyl-DNA binding inhibition. Q96T88. UHRF1 binding to methylated oligo, TR-FRET. inhibition, % at 4.4 µM. actives 0.75% (n = 370,000). AID 687016; in the data active = inhibition above about 21%;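 note: UHRF1 SRA domain binding a hemimethylated CpG hairpin DNA probe; 0% = median of test compound wells and 100% = reference inhibitor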
LEDGF integ inh – blocks HIV-1 LEDGF/p75-dependent DNA integration; TR-FRET IN-LEDGF/p75 DNA integration, Eu/Cy5; inhibition, % at 3.7 µM; actives 0.64% (n = 370,000); AID 743269;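 active = inhibition above the screen-wide mean plus 3 SD, cut at about 13% in these data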;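 note: signal is the Cy5 over europium emission ratio at 671 and 618 nm; 0% = plate median of compound wells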
* hit, by the source's call; · = no result given.

The opening four compounds, to show the layout:
SMILES	PRMT1 FP inh	DDE Tn7 FP inh	ABHD4 inh	TDP2 absorb	HTRA1 inhibitor	TCR CD3 inh	SIAE primary	PG9 binder	UHRF1 MBD2 ctr	LEDGF integ inh
CC(C)(C)N1C(=O)c2ccc(C(=O)Nc3ccc(-c4nc5ccccc5[nH]4)cc3)cc2C1=O	1	1	-4	-2	2	7	-12	-2.6	-2	0
Cc1ccc(C(=O)OCC(=O)Nc2ccccc2)cc1NC(=O)c1ccco1	-1	3	-2	11	-10	-3	1	0.0	-3	1
Cc1ccc(NS(=O)(=O)c2cccc(C(=O)NCCCn3ccnc3)c2)cc1	-2	5	2	11	-2	11	0	0.9	-2	4
COc1ccc(-c2noc(CN(C(=O)c3ccoc3C)C(C)C)n2)cc1	8	4	-15	-19	6	-4	-4	-0.8	6	-5

Results, repeating the preview:
SMILES	PRMT1 FP inh	DDE Tn7 FP inh	ABHD4 inh	TDP2 absorb	HTRA1 inhibitor	TCR CD3 inh	SIAE primary	PG9 binder	UHRF1 MBD2 ctr	LEDGF integ inh
CC(C)(C)N1C(=O)c2ccc(C(=O)Nc3ccc(-c4nc5ccccc5[nH]4)cc3)cc2C1=O	1	1	-4	-2	2	7	-12	-2.6	-2	0
Cc1ccc(C(=O)OCC(=O)Nc2ccccc2)cc1NC(=O)c1ccco1	-1	3	-2	11	-10	-3	1	0.0	-3	1
Cc1ccc(NS(=O)(=O)c2cccc(C(=O)NCCCn3ccnc3)c2)cc1	-2	5	2	11	-2	11	0	0.9	-2	4
COc1ccc(-c2noc(CN(C(=O)c3ccoc3C)C(C)C)n2)cc1	8	4	-15	-19	6	-4	-4	-0.8	6	-5
O=C1C2CCCCC2C(=O)N1c1nccs1 (centres undefined)	-3	-1	1	18	5	1	2	-1.3	1	0
Cc1ncc([N+](=O)[O-])n1CC(=O)Nc1ccc(F)c(F)c1	1	1	-3	8	5	-4	4	0.9	-3	1
O=S(=O)(c1ccc(N2CCCC2c2nc3ccccc3s2)nc1)N1CCOCC1 (centres undefined)	1	2	0	-1	-7	-2	1	1.6	3	4
OC(c1ccccc1)(c1nc(/C=C/c2ccc(C(F)(F)F)cc2)cs1)C(F)(F)F (centres undefined)	-1	-2	-7	-7	·	5	-19	-2.4	-2	-1
Cc1[nH]c2ccccc2c1Cc1n[nH]c(=S)o1	-1	-5	3	8	3	2	14	-1.2	-1	-4
COc1ccc(CCNC(=O)COC(=O)c2ccccn2)cc1	-1	-7	7	-7	11	-2	-5	-1.7	0	1
COC(=O)COc1ccc(S(=O)(=O)Nc2ccc3c(c2)OCO3)cc1Cl	4	-3	0	-5	4	-2	-2	1.1	-1	2
CCCCN1C(=O)C(=O)NC[C@H]1Cc1cccc2ccccc12	-2	5	-5	7	·	-7	7	-3.4	0	4
Cc1cc(=O)c2ccccc2s1	2	-5	1	8	1	-4	0	-0.3	-1	1
Cn1cc(S(=O)(=O)NC[C@H]2O[C@@H](n3ccc(=O)[nH]c3=O)[C@H](O)[C@@H]2O)cn1	-3	-2	2	-1	10	-2	5	0.2	-2	-2
CS(=O)(=O)c1ccc(C(=O)OCC(=O)NC(=O)C2COc3ccccc3O2)cc1[N+](=O)[O-] (centres undefined)	-3	5	5	10	2	3	2	1.5	0	2
CCCCNC(=O)c1nc(-c2cccnc2OC)oc1-c1ccc(Cl)cc1	-3	2	4	9	·	4	-6	0.9	1	3
O=c1c2c([nH]c3ccccc13)CCCCCC2	-1	-1	2	-4	-2	1	2	0.7	4	3
O=C(c1ccc(F)cc1)C1CCN(Cc2cn[nH]c2-c2ccccc2)CC1	3	8	-1	5	2	2	1	0.6	2	-2
CC(C)CC1Nc2ncnc(N3CCN(c4ccccc4)CC3)c2N(Cc2ccc(Cl)cc2)C1=O (centres undefined)	4	4	-1	-4	-15	-5	0	-0.9	0	-2
COC(=O)[C@]12C[C@H](CC(=O)NCC3CCCCC3)C(=O)N(Cc3cccc4ccccc34)C1=C[C@H](C(C)C)O[C@@H]2C1CC1	4	-9	-3	0	·	·	0	·	-2	-2
O=C(c1ccccc1)N1CCCC(C(=O)N2CCN(c3ccccc3)CC2)C1 (centres undefined)	0	0	-2	12	-2	2	-2	-0.9	1	0
COc1ccc(NC(=S)N2CCC3CC2c2cc(-c4ccc5c(c4)OCO5)ccc23)c(OC)c1 (centres undefined)	3	1	1	1	·	-1	6	0.6	1	-3
COc1ccc(NC(C)=O)cc1CP(=O)(c1ccccc1)c1ccccc1	-2	-2	5	-7	-4	6	1	0.2	-1	-2
Cn1cnc(S(=O)(=O)N2CCCCC2c2cc(C(=O)Nc3cccc(C#N)c3)no2)c1 (centres undefined)	3	-2	0	-2	·	5	4	0.0	-3	-2
CC(=O)Nc1ccc(N(C(=O)CNC(=O)c2ccco2)C(C(=O)NCc2ccco2)c2ccccc2)cc1 (centres undefined)	-4	-1	-4	7	-10	9	3	-1.1	0	2
COc1cccc(CNS(=O)(=O)c2cc3c4c(c2)CCN4C(=O)CC3)c1	5	3	-2	-3	-2	7	2	1.0	2	-1
Cc1ccc(NC(=O)CNC(=O)c2cccs2)nc1	-2	5	2	11	1	1	1	-2.3	2	4
CC(N)c1ccc(Cl)cc1Cl (centres undefined)	-1	-8	6	7	2	-2	-3	-1.1	-3	0
CC(Nc1nc(Nc2ccc(F)cc2)nc(SCC(N)=O)n1)c1ccccc1 (centres undefined)	0	11	-11	-3	-33	3	-6	-1.9	-2	-4
CN1CCN(c2ccc(Cl)cc2NC(=O)CN2C(=O)NC(C)(c3ccccc3)C2=O)CC1 (centres undefined)	-8	-3	-1	-1	-2	2	2	-0.9	-4	6
CCOC(=O)c1nn(-c2ccc(F)cc2)c2nc(CC(C)C)c(C#N)c(=O)n12	-3	3	-4	-1	1	10	2	0.7	-3	1
CCN(CC)c1ccc(/C=N/n2c(C)nc3ccccc3c2=O)cc1	1	1	8	11	1	-3	-1	-3.1	-3	1
COC(=O)c1cc(-c2ccc(F)cc2)n(-c2ccccc2)n1	-3	-4	3	7	-11	2	4	-1.4	-1	0
COC(=O)Oc1ccc(/C=N/NC(=O)CSCc2ccccc2Br)cc1OC	-2	1	-6	0	14	-3	4	1.6	-3	1
Cc1ccc(S(=O)(=O)Nc2ccc(N3CCCCC3)cc2)cc1	-1	1	2	11	-6	-2	3	-0.9	-3	-3
COc1ccc2c(c1)CNC2CS(=O)(=O)NCc1ccc(F)cc1 (centres undefined)	3	2	2	1	·	·	3	·	-2	-2
CCOC(=O)Cn1c2ccccc2n2nc(CCC(=O)O)c(=O)nc12	1	4	1	3	-5	3	3	-2.6	1	0
Cc1cccc(NC(=O)NNC(=O)c2ccc(C)c([N+](=O)[O-])c2)c1	-3	3	5	0	8	4	-7	-2.8	-3	-2
CCCCCC(=O)N/N=C/c1ccco1	0	-5	-1	10	-1	-1	8	-2.2	-3	-2
O=C1CSC(c2ccccc2[N+](=O)[O-])N1c1cccc(F)c1 (centres undefined)	-3	-15	-2	-13	28	11	9	0.2	-2	-2
COc1ccccc1C1=NOC(C)(c2sc(-c3ccc(Cl)cc3)nc2C)C1 (centres undefined)	2	4	-12	1	-27	-3	-9	-0.5	0	-1
CCc1cc2c(NCCN3CCCCC3)ncnc2s1	-2	-2	4	1	2	9	-3	-1.1	2	-1
COCCNC(=O)C(OC(=O)c1ccco1)c1ccccc1Cl (centres undefined)	-1	1	2	12	6	1	6	0.4	-2	-1
CCOC(=O)c1sc(NC(=O)c2c(CC)noc2C)nc1C	-2	1	-4	-4	-4	6	-1	-0.3	-1	2
Cc1cc(C)cc(NC(=O)C2CCN(c3nc(C)cc(C)n3)CC2)c1	0	-4	0	3	-8	-2	-8	-4.2	2	-5
Cc1nc(NN)c2c3c(sc2n1)COC(C)(C)C3	1	-7	4	14	2	-3	27*	-2.5	1	1
COC(=O)c1ccc(N2C(c3cc(OC)cc(OC)c3)=Cc3ccc(-c4cnc(OC)nc4)cc3C2CC(=O)C2CC2)cc1 (centres undefined)	-2	6	3	2	·	3	2	-0.5	0	-3
CC(C)(C)NC(=O)Cn1c(-c2nonc2N)nc2ccccc21	-1	-1	-3	8	1	6	2	-2.5	-1	2

Some of the entries so far, in CSV form:
SMILES,PRMT1 FP inh,DDE Tn7 FP inh,ABHD4 inh,TDP2 absorb,HTRA1 inhibitor,TCR CD3 inh,SIAE primary,PG9 binder,UHRF1 MBD2 ctr,LEDGF integ inh
Cc1cc(C)cc(NC(=O)C2CCN(c3nc(C)cc(C)n3)CC2)c1,0,-4,0,3,-8,-2,-8,-4.2,2,-5
Cc1nc(NN)c2c3c(sc2n1)COC(C)(C)C3,1,-7,4,14,2,-3,27*,-2.5,1,1
COC(=O)c1ccc(N2C(c3cc(OC)cc(OC)c3)=Cc3ccc(-c4cnc(OC)nc4)cc3C2CC(=O)C2CC2)cc1 (centres undefined),-2,6,3,2,·,3,2,-0.5,0,-3
CC(C)(C)NC(=O)Cn1c(-c2nonc2N)nc2ccccc21,-1,-1,-3,8,1,6,2,-2.5,-1,2

Next part:
SMILES	PRMT1 FP inh	DDE Tn7 FP inh	ABHD4 inh	TDP2 absorb	HTRA1 inhibitor	TCR CD3 inh	SIAE primary	PG9 binder	UHRF1 MBD2 ctr	LEDGF integ inh
CC(C)N(C(N)=NC(=O)OCc1ccccc1)C(C)C	-4	6	-4	9	·	·	-6	·	4	0
Cc1cccc(NC(=O)NNC(=O)c2sccc2-n2cccc2)c1	-3	0	-5	1	-1	2	10	-0.1	-3	13
Cc1csc(NC(=O)CSc2[nH]c(=O)ncc2C)n1	0	-2	2	1	-4	4	0	0.8	-1	3
O=c1c(Cl)c(NCc2ccco2)cnn1C12CC3CC(CC(C3)C1)C2	-3	3	-4	-12	3	3	-9	-1.6	-1	-4
Cc1ccc(CN(c2ccc(C(=O)N3CCCC3)cc2)S(C)(=O)=O)cc1	1	-4	0	-3	-5	-1	-2	2.0	2	1
